Source: PubChem (several laboratories)
E coli Lon inh = inhibitors of E. coli Lon protease, primary screen, biochemical, fluorescence polarization. inhibition, % at 7.94 µM. purified E. coli Lon protease. 0.42% of 360,000 active. P0A9M0. AID 602123, 2011; in the data active means inhibition above about 13%, passing the limit was not always enough;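 further: 0% = enzyme with probe and DMSO and 100% = no enzyme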
CSN deneddyl inh = inhibitors of CSN-mediated cullin deneddylation, primary screen, biochemical, fluorescence polarization, uHTS. Purified CSN, SCF-Nedd8-OG deneddylation. inhibition, % at 12.5 µM. 0.38% of 360,000 active. AID 651999, 2013. COP9 signalosome complex subunit 5 (Homo sapiens), Q92905;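 active means pattern-corrected inhibition above about 35%, with an unprinted fluorescence ratio check between 0.5 and 1.5, limit read from the data, passing the limit was not always enough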;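 further: 0% = enzyme with substrate and 100% = substrate without enzyme; some results filed as inactive read as strong as hits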
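Material: human Csn5 produced in HEK293T cells; Input: enzyme 0.24 nM; Reagent: SCFSkp2-Nedd8OG substrate at 10 nM final; Dosing: 12.5 µM compound; Incubation: 90 min reaction at room temperature; Detection: fluorescence polarization of the substrate; Evaluation: % inhibition of substrate cleavage by Csn5; Control set: substrate-only high control, full reaction low control.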
Tb MetRS inh = T. brucei MetRS inhibitors, primary screen, biochemical, luminescence; methionyl-tRNA synthetase (Trypanosoma brucei brucei); 0.4% of 360,000 active; purified T. brucei MetRS, ATP depletion, Kinase-Glo luminescence; inhibition, % at 11.9 µM;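 active means inhibition above a per-plate cutoff of the control wells' mean inhibition plus 3 SD, cut at about 5.5% in these data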;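 further: 0% = DMSO wells median and 100% = median of wells with control inhibitor compound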
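Test system: purified T. brucei MetRS enzyme. Also added: ATP, methionine and E. coli bulk tRNA substrates. Compound: 11.9 µM single point. Schedule: 15 min enzyme-compound preincubation, 2 h reaction, 10 min detection, 25 °C. Signal: luciferase luminescence of residual ATP, Kinase-Glo. Evaluation: percent inhibition versus plate control medians. Controls: DMSO wells, low control.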
Neddyl block = inhibitors of cullin neddylation, primary screen, biochemical, TR-FRET, uHTS, NAE and Ubc12. NEDD8-conjugating enzyme Ubc12 (Homo sapiens) + NEDD8-activating enzyme E1 regulatory …. calls only at 25 µM. 0.58% of 360,000 active. AID 651699, 2012; in the data active means inhibition above about 36%
Rin1-Abl PPI inh = inhibitors of Rin1-Abl protein binding, primary screen, biochemical, TR-FRET; inhibition, % at 7.35 µM; 0.4% of 360,000 active; AID 588664, 2011; Tyrosine-protein kinase ABL1 (Homo sapiens) + Ras and Rab interactor 1 (Homo sapiens), …; in the data active means inhibition above about 5%, passing the limit was not always enough
MsrA inh = bovine MsrA enzyme inhibitors, primary screen, biochemical, absorbance, HTS | purified bovine MsrA, absorbance read-out | inhibition, % at 15.5 µM | 0.75% of 360,000 active | AID 651718, 2012; in the data active means inhibition above about 4.5%;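 further: 0% = vehicle wells with enzyme and 100% = reference inhibitor wells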
PABP1 MLLE inh = inhibitors of PABP1 MLLE–PAM2 peptide binding, primary screen, biochemical, fluorescence polarization, FITC-PAM2, GST-MLLE | 0.36% of 360,000 active | Polyadenylate-binding protein 1 (Homo sapiens), P11940 | inhibition, % at 20 µM; in the data active means inhibition above about 35%, passing the limit was not always enough;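 further: plate controls were DMSO wells with GST-MLLE for no effect and wells lacking GST-MLLE protein for full effect; some results filed as inactive read as strong as hits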
MsrA act = bovine MsrA enzyme activators, primary screen, biochemical, absorbance, HTS | Methionine sulfoxide reductase A (Bos taurus) | purified bovine MsrA, absorbance read-out | activation, % at 10.6 µM | 0.3% of 360,000 active; in the data active means activation above about 7.5%;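 further: 0% = vehicle and 100% = reference activator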
FAS TE block = FAS thioesterase domain inhibitors, primary screen, biochemical, fluorescence intensity, uHTS | Fatty acid synthase (Homo sapiens), P49327 | recombinant FAS-TE, OMFH fluorogenic substrate, fluorescence endpoint | inhibition, % at 15 µM | 0.67% of 360,000 active | AID 602261, 2012;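 active means compounds whose normalised, plate-corrected inhibition of enzyme fluorescence in the single-dose primary screen is 50% or more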;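 further: 0% = DMSO with enzyme and 100% = substrate without enzyme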
Target sequence (P49327 whole entry, looked up, the tested form may be a part): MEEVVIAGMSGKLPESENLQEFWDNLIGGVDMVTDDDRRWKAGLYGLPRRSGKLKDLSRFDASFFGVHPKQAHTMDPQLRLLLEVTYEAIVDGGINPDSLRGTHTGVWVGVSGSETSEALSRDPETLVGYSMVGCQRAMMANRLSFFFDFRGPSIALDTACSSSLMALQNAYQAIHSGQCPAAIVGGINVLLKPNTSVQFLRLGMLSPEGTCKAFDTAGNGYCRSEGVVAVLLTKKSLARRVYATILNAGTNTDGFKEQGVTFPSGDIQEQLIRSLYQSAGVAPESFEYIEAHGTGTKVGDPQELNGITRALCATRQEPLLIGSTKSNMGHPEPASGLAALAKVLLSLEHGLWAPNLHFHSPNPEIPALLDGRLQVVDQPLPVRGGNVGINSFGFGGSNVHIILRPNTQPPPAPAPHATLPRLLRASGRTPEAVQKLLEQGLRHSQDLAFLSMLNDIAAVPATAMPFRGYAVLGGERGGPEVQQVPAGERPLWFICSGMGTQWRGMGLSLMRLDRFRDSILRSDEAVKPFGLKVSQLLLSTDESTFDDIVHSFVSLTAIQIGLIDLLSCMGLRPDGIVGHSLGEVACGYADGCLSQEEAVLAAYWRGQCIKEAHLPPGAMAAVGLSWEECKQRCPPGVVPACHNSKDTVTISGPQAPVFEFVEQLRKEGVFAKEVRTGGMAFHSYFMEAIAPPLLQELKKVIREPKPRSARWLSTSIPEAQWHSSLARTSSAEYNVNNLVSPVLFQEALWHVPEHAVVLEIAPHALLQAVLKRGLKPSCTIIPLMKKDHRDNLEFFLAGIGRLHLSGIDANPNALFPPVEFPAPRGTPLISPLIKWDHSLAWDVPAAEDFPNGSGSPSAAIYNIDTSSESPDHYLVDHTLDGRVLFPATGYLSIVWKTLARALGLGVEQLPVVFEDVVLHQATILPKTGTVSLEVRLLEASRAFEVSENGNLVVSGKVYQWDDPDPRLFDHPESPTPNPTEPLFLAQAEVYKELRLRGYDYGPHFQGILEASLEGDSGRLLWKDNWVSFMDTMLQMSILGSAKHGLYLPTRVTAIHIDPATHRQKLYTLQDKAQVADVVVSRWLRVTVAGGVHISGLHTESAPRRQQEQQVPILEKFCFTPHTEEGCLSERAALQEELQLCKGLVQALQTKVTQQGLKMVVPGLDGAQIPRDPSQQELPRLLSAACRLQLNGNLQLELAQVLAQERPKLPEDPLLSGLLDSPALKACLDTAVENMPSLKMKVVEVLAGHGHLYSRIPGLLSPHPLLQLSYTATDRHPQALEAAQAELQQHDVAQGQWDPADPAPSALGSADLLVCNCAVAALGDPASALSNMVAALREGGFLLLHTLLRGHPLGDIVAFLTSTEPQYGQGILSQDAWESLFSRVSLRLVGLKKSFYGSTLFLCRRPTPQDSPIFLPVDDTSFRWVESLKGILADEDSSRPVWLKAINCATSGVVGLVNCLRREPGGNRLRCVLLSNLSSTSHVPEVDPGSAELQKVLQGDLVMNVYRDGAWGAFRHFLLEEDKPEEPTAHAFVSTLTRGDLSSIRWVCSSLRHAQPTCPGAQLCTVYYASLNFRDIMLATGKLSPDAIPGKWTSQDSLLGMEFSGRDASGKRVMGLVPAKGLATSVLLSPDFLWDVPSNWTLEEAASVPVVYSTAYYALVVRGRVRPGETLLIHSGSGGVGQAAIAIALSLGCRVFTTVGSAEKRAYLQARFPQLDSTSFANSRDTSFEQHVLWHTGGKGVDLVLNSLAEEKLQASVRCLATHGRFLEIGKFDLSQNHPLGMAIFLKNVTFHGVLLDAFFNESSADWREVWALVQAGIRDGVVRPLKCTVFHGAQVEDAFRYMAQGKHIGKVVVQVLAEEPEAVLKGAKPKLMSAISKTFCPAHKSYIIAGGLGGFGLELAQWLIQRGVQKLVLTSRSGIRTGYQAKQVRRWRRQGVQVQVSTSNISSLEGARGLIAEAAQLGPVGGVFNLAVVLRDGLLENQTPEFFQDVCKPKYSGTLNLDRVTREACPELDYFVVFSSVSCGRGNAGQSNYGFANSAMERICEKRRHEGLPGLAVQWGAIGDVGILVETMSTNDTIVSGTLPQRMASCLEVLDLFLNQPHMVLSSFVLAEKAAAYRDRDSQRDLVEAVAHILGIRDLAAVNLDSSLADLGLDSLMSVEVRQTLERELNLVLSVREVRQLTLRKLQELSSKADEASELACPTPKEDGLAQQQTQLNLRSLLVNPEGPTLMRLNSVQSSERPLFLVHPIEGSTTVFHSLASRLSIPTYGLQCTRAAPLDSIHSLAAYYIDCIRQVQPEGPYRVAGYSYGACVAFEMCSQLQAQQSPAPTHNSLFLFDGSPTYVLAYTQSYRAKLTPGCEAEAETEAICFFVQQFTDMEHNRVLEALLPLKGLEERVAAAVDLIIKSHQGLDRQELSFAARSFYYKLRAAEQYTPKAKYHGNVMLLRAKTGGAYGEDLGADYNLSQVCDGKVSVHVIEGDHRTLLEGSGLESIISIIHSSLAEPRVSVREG
Active calls of the source: *; i = inactive; . = no result given; + = active, no number. Hits appear at their usual frequency. Share with any hit: about 4%.

SMILES	E coli Lon inh	CSN deneddyl inh	Tb MetRS inh	Neddyl block	Rin1-Abl PPI inh	MsrA inh	PABP1 MLLE inh	MsrA act	FAS TE block
COc1ccc(NC(=O)C(NC(=O)Cc2cccs2)c2ccc(C)cc2)cc1 (stereo not drawn)	1	4	0.2	i	3	0.1	3	-2	-9
O=C(COc1ccc(Cl)cc1Br)Nc1ccccc1N1CCCC1	-2	4	-0.4	i	1	-0.3	-3	-1	28
O=C(O)CNC(=O)/C(=C\c1ccc2c(c1)OCO2)NC(=O)c1ccc(Br)cc1	-2	-9	0.3	i	1	2.5	-8	-3	-1
O=C(NC1CCCc2ccccc21)c1ccccc1Br (stereo not drawn)	-3	-3	-0.1	i	3	0.1	2	-1	-4
Cc1ccc(-c2csc(N(C)C(=O)c3c(C)nn(-c4ccccc4)c3Cl)n2)cc1	4	1	-0.6	i	-4	1.5	-3	-2	31
Cc1ccc(NC(=O)CCN2C(=O)NC(C)(C)C2=O)cc1F	-5	1	-0.2	i	-1	0.3	-3	0	-6
Cc1cccn2c(=O)c3cc(C(=O)N4CCN(Cc5ccccc5)CC4)sc3nc12	-1	0	-0.3	+	0	1.1	2	2	8
COc1ccccc1-c1ccc(SCc2ccc([N+](=O)[O-])cc2)nn1	-4	-1	0.1	i	-4	0.0	1	-3	30
c1ccc(CCn2c(C3CC3)nc3ccccc32)cc1	-10	4	-0.9	i	4	0.5	11	-7	-3
NC(=O)c1nn(Cc2ccccc2)c(=O)c2ccccc12	-5	6	-0.4	i	0	-1.1	2	0	-3
Cc1cccc2cc(CN(Cc3cccs3)C(=S)NCC3CCCO3)c(=O)[nH]c12 (stereo not drawn)	14	1	-0.8	i	-2	0.7	-144	-4	4
COc1ccc(CCNC(=O)c2c(O)c3ccccc3n(C)c2=O)cc1	-4	5	-0.5	i	-4	0.5	4	-3	10
Cc1ccccc1NC(=O)C1COc2ccccc2O1 (stereo not drawn)	-3	3	-0.8	i	2	1.2	-2	1	-1
O=C(NCCN1CCNC1=O)C1CCC(=O)N(Cc2ccccc2F)C1 (stereo not drawn)	-8	4	-0.5	i	-2	-0.5	6	-3	-7
O=C(c1cc(-c2ccccc2)nc2ccccc12)N1CCN(c2ccccn2)CC1	0	-1	-0.8	i	2	-0.1	1	-11	8
CC1=C(C(=O)N(C(C)C)C(C)C)CC(CC(=O)NCCc2ccccn2)C(=O)N1Cc1ccccc1 (stereo not drawn)	-2	7	-1.0	i	-1	-0.2	-4	-1	-7
Cc1ccc(NC(=O)N(CCCN2CCOCC2)Cc2cc3cc4c(cc3[nH]c2=O)OCO4)cc1	4	4	0.8	i	1	2.4	8	-4	-5
Cn1c(CN2CCCC2)nc2cc(NC(=O)c3ccco3)ccc21	-3	1	-0.7	i	-2	-0.9	-3	-1	-7
CCOC(=O)C1(Cc2ccccc2C)CCCN(C(=O)c2ccc3nccnc3c2)C1 (stereo not drawn)	-6	3	-0.2	i	6	-0.1	-7	-5	3
CCCn1c(SCC(=O)NCc2ccccc2)n[nH]c1=O	-1	-9	0.1	i	1	-0.5	1	-1	-5
O=C1CCCN1c1ccc(S(=O)(=O)NCc2ccco2)cc1	-6	-2	-0.3	i	4	0.2	-5	-1	-3
COc1ccc(C(C)(O)c2nc(-c3ccccc3)cs2)cc1 (stereo not drawn)	-9	0	-0.4	i	-2	0.8	5	-3	8
Cc1sc2ncn(CC(=O)NCCCC(=O)NCc3ccc(F)cc3)c(=O)c2c1C	-8	4	0.2	i	-4	-1.5	-11	-5	-6
O=C(CSc1nnc(CNC(=O)C23CC4CC(CC(C4)C2)C3)n1-c1ccccc1)Nc1ccc(F)cc1	-2	-16	-0.8	i	-3	-0.7	10	-8	0
Cc1noc(/C=C/c2ccco2)c1S(=O)(=O)N1CCC(C(=O)N(C)Cc2ccccc2)CC1	0	5	-0.7	i	-4	1.8	-11	-4	13
Cc1nc2ccc(S(=O)(=O)NC(C(=O)N3CCn4c3nc3ccccc34)C(C)C)cc2s1 (stereo not drawn)	-3	-4	-0.5	i	-3	-1.2	9	-3	-5
COc1ccccc1C(=O)Nc1sc(C(=O)N2CCCC2)c(C)c1C#N	-6	3	-0.4	i	4	1.8	13	0	2
FC(F)(F)c1cc(-c2ccccc2)nc(N2CCCCC2)n1	-8	-3	-1.3	i	-3	-0.1	4	-7	21
COc1cc2c(cc1OC)C1(Nc3c-2c(C)nn3-c2ccccc2)C(=O)Nc2ccccc21 (stereo not drawn)	-4	-2	-0.1	i	3	0.4	-10	1	1
Cc1ccc(CNC(=O)CCc2nc3ccccc3c(=O)[nH]2)cc1	-3	5	0.5	i	2	0.1	-7	-2	-1
O=C(Nc1ccccc1C(=O)NCCc1ccccc1)c1ccco1	6	-3	-0.2	i	-1	0.3	0	-2	0
COc1ccccc1NC(=O)c1cc(-c2cc(OC)c(OC)c(OC)c2)nc2ccccc12	-7	1	-0.3	i	1	0.0	21	-3	19
Cc1cc(C)c(S(=O)(=O)Nc2ccc(Cl)cn2)c(C)c1	-4	3	-1.2	i	3	-0.4	20	-4	0
CN(C(=O)CSc1ccc2c(c1)OCCO2)c1ccccc1	16	-2	0.5	i	0	1.4	24	-2	-4
O=C(CC(C(=O)NCc1ccccc1)c1nc2ccccc2c(=O)[nH]1)NCc1ccccc1 (stereo not drawn)	-8	0	-0.6	i	0	-0.1	23	-12	-7
Oc1ccc(-c2csc(Nc3ccccn3)n2)c(O)c1	3	-5	-1.1	i	-1	2.7	13	-5	6
CC(=O)NC(Cc1ccccc1)C(=O)NC1CCN(C(=O)c2ccc([N+](=O)[O-])cc2)CC1 (stereo not drawn)	-4	5	0.3	i	-3	-1.6	-2	-2	8
COc1cccc(N(CC(=O)Nc2ccc3c(c2)OCO3)S(=O)(=O)c2ccccc2)c1	-12	0	0.3	i	6	0.6	11	0	16
COc1ccccc1OCC(O)CN1CCOCC1 (stereo not drawn)	1	2	-0.5	i	-2	-0.4	-3	-1	-6
O=C1Nc2c(c(=O)[nH]c(=O)n2-c2ccccc2)C1(Nc1ncccn1)C(F)(F)F (stereo not drawn)	5	-1	-0.3	i	-1	0.2	2	-4	-5
COc1ccccc1CNc1ncnc2c1nnn2Cc1ccccc1	-11	1	-0.1	i	2	1.3	9	0	7
CCCc1cc(=O)n2[nH]c(C)cc2n1	-3	7	0.2	i	-4	-1.0	-2	1	-10
O=C(C[n+]1ccc2ccccc2c1)c1cccc2ccccc12	-10	4	-0.8	i	-5	0.7	-40	-6	4
COc1ccc(N(CC(=O)Nc2cccc3ccccc23)S(C)(=O)=O)cc1	-14	-4	0.2	i	3	0.1	-6	-2	2
O=C(c1ccco1)N1CCN(Cc2nc3ccc([N+](=O)[O-])cc3c(=O)n2-c2ccccc2F)CC1	-9	-3	-1.7	i	2	-0.2	20	-5	28
COCCNC(=O)c1cc2c(c(-c3cccc(-c4cc5ccccc5o4)c3)n1)[C@@H](CCO)N(S(=O)C(C)(C)C)C2 (stereo partly drawn)	-25	5	-0.2	i	-5	-0.8	-30	7	-6
O=c1c2c3c(sc2nc(NCCOCCO)n1Cc1ccco1)CCCCC3	0	-4	-0.3	i	2	0.1	12	-4	-6
CCOC(=O)c1cnn(-c2nc(-c3ccc(F)cc3)cs2)c1C(F)(F)F	-3	4	-0.8	i	-5	0.1	0	-2	30

Entries of single compounds as entered above.
Profile of COc1ccc(N(CC(=O)Nc2cccc3ccccc23)S(C)(=O)=O)cc1 = E coli Lon inh: -14; CSN deneddyl inh: -4; Tb MetRS inh: 0.2; Neddyl block: i; Rin1-Abl PPI inh: 3; MsrA inh: 0.1; PABP1 MLLE inh: -6; MsrA act: -2; FAS TE block: 2
Profile of COc1ccccc1CNc1ncnc2c1nnn2Cc1ccccc1 = E coli Lon inh: -11; CSN deneddyl inh: 1; Tb MetRS inh: -0.1; Neddyl block: i; Rin1-Abl PPI inh: 2; MsrA inh: 1.3; PABP1 MLLE inh: 9; MsrA act: 0; FAS TE block: 7

Continuation:
SMILES	E coli Lon inh	CSN deneddyl inh	Tb MetRS inh	Neddyl block	Rin1-Abl PPI inh	MsrA inh	PABP1 MLLE inh	MsrA act	FAS TE block
Cc1coc2cc3oc(=O)c4c(c3cc12)CCCC4	-6	-2	-0.5	i	0	0.2	-3	-3	0
Cc1sc(Nc2ccc([N+](=O)[O-])cc2)nc1-c1c(C)n(C)n(-c2ccccc2)c1=O	-2	2	0.2	i	1	0.0	1	-4	19
Cc1cc(C(C)(C)C)ccc1Oc1cccc2c1S(=O)(=O)N(C1CCCC1)CC(COCc1ccccc1)O2 (stereo not drawn)	-8	0	-0.3	i	-3	-0.9	-5	-4	21
COc1ccc(N(C)S(=O)(=O)c2ccc(Cl)c(C(=O)NNC(=O)c3ccccc3O)c2)cc1	-6	0	0.1	i	-2	0.2	-7	-2	5
CCOC(=O)C1=C(COC(=O)/C=C/c2ccc(O)c(OC)c2)NC(=O)NC1C (stereo not drawn)	-2	-4	-0.3	i	-3	1.6	9	-4	-8
COc1cccc(C(=O)NCCC(=O)NCc2cc(=O)n(C)c(=O)n2C)c1	-8	-1	0.3	i	-2	-0.9	10	-2	-4
O=[N+]([O-])c1ccc(OCCOc2ccccc2/C=N/n2cnnc2)cc1	-5	1	-0.2	i	1	0.0	4	-11	7
COc1ccc(-c2nc(CS(=O)CC(=O)NCCCN3CCCC3)c(C)o2)cc1OC (stereo not drawn)	3	3	-0.7	i	1	1.8	-4	1	-6
Cc1ccc(C)c(NC(=O)CN(C)C(=O)c2ccccc2OCc2ccccc2Cl)c1	1	-2	0.0	i	3	-0.4	-1	6	10
Cc1ccc(N2CC(C(=O)Nc3ccc(N4CCOCC4)cc3)CC2=O)cc1C (stereo not drawn)	-1	9	-0.4	i	-9	-1.4	-17	0	-3
COc1ccc(C2CC(=O)Oc3cc(OC)c(OC)c(OC)c32)cc1 (stereo not drawn)	-4	0	0.8	i	-1	-0.3	-3	-2	2
CNc1nc(Nc2ccc(C)c(Cl)c2)nc(N)c1[N+](=O)[O-]	6	1	1.2	i	-1	1.9	-3	-3	2
COc1ccc(NC(=O)c2ccc(NC(=O)c3cccnc3)cc2)cc1	-8	0	-0.2	i	-2	0.9	-97	0	-7
O=C(NC1CCOCC1)C1CCC(=O)N(CCc2ccc(Cl)cc2)C1 (stereo not drawn)	2	-5	0.1	i	-2	-0.5	0	-2	-11
CCOC(=O)c1ccc(NC2Nc3cc(C)nn3S2)cc1 (stereo not drawn)	2	3	-0.3	i	-1	-0.6	12	-2	-4
COc1ccc(CC(=O)Nc2ccc(N(C)C)c3ccccc23)cc1	-18	0	0.4	.	-1	1.5	-7	-2	-2
O=C(Nc1ccc(S(=O)(=O)N2CCCC2)cc1)Nc1ccc(F)cc1F	-6	1	0.0	i	-1	-0.1	2	-6	4
